Source: PubChem BioAssay
AHR act – activates the human aryl hydrocarbon receptor; P35869; AHR-responsive luciferase reporter cells, luminescence; activation, % at 5 µM; 2.5% of 320,000 active; AID 2796; in the data active = activation above about 47%;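 note: 0% = vehicle wells and 100% = reference agonist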
proCasp7 act – counter-screen: procaspase-7 (human) activation; P55210; AID 463210; 0.093% of 330,000 active; recombinant procaspase-7, Ac-DEVD-pNA absorbance 405 nm; D23A/D198A/D206A triple mutant, cannot self-cleave; scale: DMSO 0, 5 µM enzyme 100; activation, % at 8.5 µM;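 active = percent activation above the screen-wide mean plus 3 SD, cut at about 25% in these data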
Target sequence (P55210 whole entry D23A/D198A/D206A): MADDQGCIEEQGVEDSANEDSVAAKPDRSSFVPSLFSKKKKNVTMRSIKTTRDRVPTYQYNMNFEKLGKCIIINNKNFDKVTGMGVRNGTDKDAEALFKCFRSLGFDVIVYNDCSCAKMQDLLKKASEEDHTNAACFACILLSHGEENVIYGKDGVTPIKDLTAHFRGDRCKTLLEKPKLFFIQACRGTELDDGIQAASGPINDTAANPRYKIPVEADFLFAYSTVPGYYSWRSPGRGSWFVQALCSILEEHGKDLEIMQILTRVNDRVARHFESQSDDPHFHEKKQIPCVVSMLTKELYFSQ
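signal = Epi-absorbance of released pNA at 405 nm, two timepoints | assay system = Uncleavable procaspase-7 mutant enzyme | reagent = Ac-DEVD-pNA substrate, 400 µM as added | times = 1 h enzyme–compound preincubation and 2 h substrate reaction, both 25 °C | benchmarks = low DMSO alone, high DMSO plus 5 µM PC-7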
CTSL1 counter – cathepsin L1 inhibition, PFM18AAP counter-screen | recombinant F. hepatica cathepsin L1, Z-Leu-Arg-MCA fluorescence | inhibition, % at 5.96 µM | 0.49% of 300,000 active | AID 1906;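 active = inhibition above the mean of all tested compounds plus 3 SD, set per screening campaign, cut at about 17% in these data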;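 note: 0% = plate median of test compound wells and 100% = 1 µM Z-Phe-Ala-diazomethylketone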
PAFAH2 inh – inhibitors of human PAFAH2 | inhibition, % at 3.39 µM | recombinant PAFAH2, FP-rhodamine activity probe, fluorescence polarization | 0.99% of 340,000 active | Q99487 | AID 492956;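 active = inhibition above the mean over all tested compounds plus 3 SD, cut at about 30% in these data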;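 note: inhibitors block probe labeling of enzyme so polarization drops; 0% = enzyme with DMSO and 100% = wells lacking PAFAH2 protein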
procasp3 activ – activators of human procaspase-3. P42574. recombinant procaspase-3 D3A, Ac-DEVD-pNA absorbance 405 nm. activation, % at 8.5 µM. 0.11% of 330,000 active. AID 463141;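 active = activation above the mean of all tested compounds plus 3 SD, cut at about 21% in these data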;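 note: 0% = DMSO alone and 100% = DMSO wells spiked with extra 5 µM PC-3 D3A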
Target sequence (P42574 whole entry D9A/D28A/D175A): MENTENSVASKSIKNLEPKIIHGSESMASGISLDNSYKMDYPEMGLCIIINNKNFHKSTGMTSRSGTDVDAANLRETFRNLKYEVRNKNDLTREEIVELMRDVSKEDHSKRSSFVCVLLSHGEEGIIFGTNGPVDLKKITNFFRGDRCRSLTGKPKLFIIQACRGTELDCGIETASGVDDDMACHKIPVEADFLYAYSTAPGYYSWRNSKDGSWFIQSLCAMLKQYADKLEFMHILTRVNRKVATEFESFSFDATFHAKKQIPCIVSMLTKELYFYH
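material = Procaspase-3 D3A mutant | probe or stimulus = Ac-DEVD-pNA | compound = single dose, 8.5 µM nominal compound, 0.8% DMSO | timing = 1 h preincubation, 2 h reaction | measured by = 405 nm absorbance of p-nitroaniline, reads at 0 and 120 min | benchmarks = DMSO-only low control, 5 µM PC-3 D3A high control | repeats = singlicate, each compound tested once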
PP5 inh – blocks human protein phosphatase 5 activity | purified PP5c, OMFP substrate fluorescence | inhibition, % at 6.7 µM | AID 1987 | 0.18% of 320,000 active | P53041;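 active = inhibition above the campaign's mean inhibition across all tested compounds plus 3 SD, cut at about 9.5% in these data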;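 note: 0% = DMSO only and 100% = 100 µM cantharidin control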
PP1 counter – PP1-alpha (human) inhibition in PP5 counter-screen. purified PP1alpha, OMFP fluorescence. inhibition, % at 6.7 µM. 0.9% of 320,000 active. AID 2235;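 active = inhibition above the mean inhibition of all tested compounds plus 3 SD, computed separately for each screening campaign, cut at about 15% in these data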
Target sequence (P62136 whole entry, looked up): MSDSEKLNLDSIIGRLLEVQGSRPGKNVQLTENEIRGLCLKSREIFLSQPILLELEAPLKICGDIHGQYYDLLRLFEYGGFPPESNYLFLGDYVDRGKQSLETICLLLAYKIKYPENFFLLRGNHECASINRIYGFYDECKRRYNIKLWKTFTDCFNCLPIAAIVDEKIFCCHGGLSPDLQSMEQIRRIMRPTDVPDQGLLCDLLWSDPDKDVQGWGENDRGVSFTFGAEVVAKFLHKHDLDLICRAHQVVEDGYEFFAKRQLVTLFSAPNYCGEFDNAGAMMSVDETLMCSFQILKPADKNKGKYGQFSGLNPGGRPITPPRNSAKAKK
TPT1 inh – blocks Candida albicans tRNA 2'-phosphotransferase | recombinant caTPT1, FP RNA substrate dephosphorylation | 0.81% of 300,000 active | inhibition, % at 5 µM;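 active = inhibition above the mean of all tested compounds plus 3 SD, set per screening campaign, cut at about 24% in these data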;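 note: plate controls were DMSO alone for no effect and ferristatin control at 100 nM for full effect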
HCV core dimer – blocks dimerization of HCV core protein; TR-FRET GST/Flag-core106 dimerization, 1536-well; inhibition, % at 5 µM; 0.33% of 300,000 active;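 active = inhibition above the mean of all tested compounds plus 3 SD, set per screening campaign, cut at about 45% in these data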
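Assay system – GST-tagged and Flag-tagged HCV core protein residues 1-106 · Quantity – core106 proteins, GST 13.5 nM and Flag 17 nM · Benchmarks – unlabelled core106 and no-GST-core106 wells · Read-out basis – percent inhibition of core106 dimerization signal · Detection – time-resolved FRET, ex 340 nm, em 617 and 671 nm · Schedule – 4 h at 22.5 °C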
* hit, by the source's call; · = not tested or not shown. Rows are unselected; about 5.6% have a hit in one of these screens.

SMILES | AHR act | proCasp7 act | CTSL1 counter | PAFAH2 inh | procasp3 activ | PP5 inh | PP1 counter | TPT1 inh | HCV core dimer
CCOC(=O)c1c(NC(=O)C(=O)N/N=C/c2ccc(OCC)cc2)sc2c1CCCCC2 | -1 | 6 | 1 | -6 | 0 | -1.9 | -1 | -4 | 2
CCOCCCNCc1c(Cl)cccc1Cl | -2 | -3 | -3 | 1 | 6 | 0.3 | -2 | -4 | -8
C/C(=N\NC(=O)c1cccc2ccccc12)c1cccs1 | 7 | 3 | 1 | 3 | 7 | 3.0 | -3 | -3 | -2
COc1ccccc1NS(=O)(=O)c1cc(NC(=O)c2cc(=O)[nH]c3ccccc23)ccc1N1CCOCC1 | 5 | 1 | -2 | -2 | 0 | 0.7 | 3 | 1 | 8
Oc1[nH]c2ccc(Br)cc2c1N=Nc1ccc(C(F)(F)F)cn1 | 64* | 1 | 7 | 0 | 3 | 5.1 | -2 | 3 | -11
CCOc1ccc(C(C)=O)cc1COC(=O)CNC(=O)c1cccs1 | 0 | 2 | -16 | -3 | 0 | 1.4 | 5 | -1 | 5
C=CCOc1ccccc1CNn1nnnc1N | -3 | 10 | 3 | -1 | 8 | 4.0 | -1 | 1 | 7
Cn1c(=O)cc(OCCCC(=O)NCCCN2CCN(Cc3ccccc3)CC2)c2ccccc21 | -2 | 1 | 2 | 9 | 0 | -0.3 | -4 | -1 | 2
COc1ccc(CCNC(=O)C2CCCN2S(=O)(=O)c2ccc(F)cc2)cc1OC (configuration not stated) | -1 | 5 | 7 | 4 | 6 | -0.9 | -3 | -3 | -2
COCCCNC(=O)c1nc2c(nnn2Cc2cc(C)ccc2C)c(=O)[nH]1 | 1 | 8 | 1 | 10 | 7 | -1.5 | 7 | -2 | -3
Cc1nn(CC(=O)NNC(=S)Nc2ccccc2)c(C)c1[N+](=O)[O-] | -1 | 0 | 1 | -5 | 1 | -1.1 | -4 | -2 | -6
CCOC(=O)Cn1c(=O)c2c(nc3n2CCCCN3c2ccc(C)cc2)n(C)c1=O | 2 | 9 | 6 | -2 | 3 | 0.8 | -4 | -5 | 7
Cc1ccccc1OCCOc1cccc(/C=N/NC(=O)Cc2nnc(N)s2)c1 | 2 | 7 | 0 | 33* | -12 | 3.6 | 2 | 1 | 9
O=C1C=C(NCCOC23CC4CC(CC(C4)C2)C3)C2(CCCCC2)O1 | 0 | 8 | 0 | 3 | 2 | -4.1 | -3 | -1 | 3
COc1ccccc1NC(=O)CSc1ccc(-c2ccccn2)nn1 | 0 | 13 | -1 | -5 | -2 | 5.3 | 1 | -1 | 1
Cc1ccc(N2CC(C(=O)NC3CC3)CC2=O)cc1 (configuration not stated) | -1 | 0 | 1 | 11 | 3 | 1.1 | 1 | 3 | -28
O=C1NCCN1Cc1cccc(Cl)c1 | 0 | -15 | -7 | -3 | 2 | 2.6 | 1 | -1 | -2
CN(C(=O)c1cccc(NC(=O)Cc2cccc([N+](=O)[O-])c2)c1)C1CCCC1 | 0 | -2 | · | 5 | 0 | · | · | · | ·
Cc1cc(C)cc(-n2nnc(C(=O)NCc3ccc(Cl)cc3)c2N)c1 | -1 | 10 | -1 | 1 | 2 | 3.6 | 3 | -4 | -1
CC(=O)c1cc2c(cc1NC(=O)C1CCC1)OCO2 | 0 | -12 | 3 | -1 | 9 | -1.9 | -6 | 0 | 8

Molecules from the list above that contain fluorine, in the order listed:
SMILES | AHR act | proCasp7 act | CTSL1 counter | PAFAH2 inh | procasp3 activ | PP5 inh | PP1 counter | TPT1 inh | HCV core dimer
Oc1[nH]c2ccc(Br)cc2c1N=Nc1ccc(C(F)(F)F)cn1 | 64* | 1 | 7 | 0 | 3 | 5.1 | -2 | 3 | -11
COc1ccc(CCNC(=O)C2CCCN2S(=O)(=O)c2ccc(F)cc2)cc1OC (configuration not stated) | -1 | 5 | 7 | 4 | 6 | -0.9 | -3 | -3 | -2

The list goes on.
SMILES | AHR act | proCasp7 act | CTSL1 counter | PAFAH2 inh | procasp3 activ | PP5 inh | PP1 counter | TPT1 inh | HCV core dimer
CCOC(=O)C(CC)Sc1nc2c(c(=O)[nH]c(=O)n2C)n1CCc1ccccc1 (configuration not stated) | 1 | 0 | 1 | 1 | -6 | 1.8 | -2 | 2 | 3
Cc1ccc(-c2[nH]c3ccccc3c2SCCNC(=O)c2ccc(S(=O)(=O)N3CCOCC3)cc2)cc1 | 26 | -8 | 4 | 4 | 1 | 1.8 | -3 | 3 | -311
Cc1cc(C)c(NC(=O)CN2C(=O)NC3(CCOc4ccccc43)C2=O)c(C)c1 (configuration not stated) | 7 | 3 | -3 | -1 | 6 | 2.5 | -2 | 0 | -6
O=C(c1ccc(S(=O)(=O)N2CCOCC2)cc1)N(Cc1ccco1)Cc1cccs1 | 2 | 2 | -1 | -4 | 12 | 1.3 | 2 | -1 | 7
CC(C)OCCCNC(=O)Cn1nc(-c2ccccc2)ccc1=O | 0 | 10 | 3 | 0 | 1 | 2.7 | -2 | 2 | 1
Cc1cc(C(=O)N/N=C/c2ccc(O)c([N+](=O)[O-])c2)c(C)n1-c1ccc(F)cc1 | 5 | 5 | 1 | 15 | -6 | -1.1 | 9 | 1 | 70*
Cc1c(Cl)cccc1NC(=S)NCC(C)C | -3 | 0 | -3 | -2 | -4 | 2.9 | -2 | -4 | -3
CCOC(=O)COc1nc(OC)nc(N2CCOCC2)n1 | 3 | -8 | 11 | 5 | -3 | 0.3 | -8 | 1 | 7
O=C(NC1CCCC1)c1ccc([N+](=O)[O-])s1 | 2 | -1 | 0 | -2 | 3 | 0.6 | -4 | 2 | -2
COC(=O)c1ccccc1NC(=O)C(=O)NCc1ccncc1 | 1 | 0 | 3 | 1 | 6 | 0.2 | -1 | 1 | 7
Cc1cccc(OCCCC(=O)Nc2ccc(S(=O)(=O)Nc3onc(C)c3C)cc2)c1C | -2 | 1 | -4 | -3 | 9 | 2.9 | 3 | -4 | 6
CC(=O)C1=C(O)C(=O)N(CCN2CCOCC2)C1c1ccc(N(C)C)cc1 (configuration not stated) | 0 | -10 | -1 | 6 | 3 | 0.3 | 5 | 0 | -8
COc1ccc(CC(=O)N2N=C(C)CC2(O)c2cccnc2)cc1 (configuration not stated) | 7 | -1 | 2 | -5 | 5 | 2.8 | 2 | -3 | -3
Cc1cccc(OCC(=O)NNC(=O)C2CCN(c3ncnc4sc(C)c(C)c34)CC2)c1 | 6 | -1 | -12 | 1 | 2 | -0.1 | -4 | 0 | 5
COc1cccc(-n2c(Cn3nc(C(F)(F)F)cc3C)n[nH]c2=S)c1 | -1 | -2 | -3 | -4 | -3 | -1.9 | -2 | -4 | -4
CCOC(=O)CSc1nc2c(sc(=S)n2Cc2ccco2)c(=O)n1-c1ccc(F)cc1 | 1 | 4 | 2 | 6 | 0 | -1.9 | 6 | -1 | 12
CSc1nnc(CNC(=O)C23CC4CC(CC(C4)C2)C3)n1Cc1ccccc1 | 1 | 1 | -2 | 6 | 5 | -2.5 | -2 | -2 | 4
Cc1ccc(S(=O)(=O)N(C)CC(=O)OCC(=O)c2ccc3c(c2)NC(=O)CO3)cc1 | 0 | 11 | · | 0 | -2 | · | · | · | ·
CCCCCCCCCCCC(=O)N/N=C/c1ccco1 | 4 | 14 | 3 | 6 | 4 | 3.3 | 0 | -3 | 1
COCCN=c1scc(-c2ccco2)n1/N=C/c1ccc(O)c(O)c1O | -5 | -32 | 1 | 25 | -22 | -1.4 | 4 | 52* | 54*
CCCCC[C@H]1CN(Cc2ccccc2)C(=O)[C@@H]1CC(=O)NCc1ccc(OC)cc1 | 9 | -4 | 6 | 7 | 8 | 3.5 | 8 | -10 | 2
O=C(CN1CCN(Cc2ccccc2)CC1)Nc1ccc([N+](=O)[O-])cc1C(=O)Nc1ccccc1F | 11 | 5 | 2 | 3 | -1 | 1.7 | 0 | 4 | 15
Oc1ccc(CNc2ccccc2)c2cccnc12 | 5 | -6 | 1 | 12 | 2 | -0.9 | 4 | -2 | -11
CCc1nnc(NC(=O)c2ccc(OC)cc2)s1 | -2 | 2 | 0 | -2 | 0 | -0.5 | 1 | -3 | -2
COCc1nc2sc3c(c2c(=O)[nH]1)CCCC3 | -2 | -3 | -2 | 7 | 7 | 0.1 | -1 | -5 | -6
COc1ccc(OC)c(-c2nc(CN3CCCCC3c3cccnc3)c(C)o2)c1 (configuration not stated) | 23 | 5 | 2 | 7 | 1 | 3.3 | 2 | 1 | 2
Cc1cc2nnn(-c3nnc(-c4ccccc4)c4ccccc34)c2cc1C | 7 | 14 | -1 | 1 | 1 | 2.7 | 1 | -2 | 1
O=C1CCCC/C1=C\Nc1ccc(O)cc1 | 3 | -39 | -5 | 4 | -15 | 3.4 | 0 | -1 | -2
COC(=O)c1cc(S(=O)(=O)Nc2cc(OC)cc(OC)c2)c[nH]1 | 1 | -7 | 1 | -4 | -7 | -0.1 | -1 | -2 | 3
COc1ccc(C2=NCCc3cc(OC)c(OC)cc32)cc1OC | 5 | -4 | 2 | 6 | -1 | 2.6 | -4 | 0 | -3
CCOc1cc(-c2noc(-c3cccnc3)n2)ccc1OC | -6 | 8 | 1 | 3 | -3 | -0.4 | -3 | -2 | 1
COC(=O)C1=C(C)Nc2ncnn2C1c1ccc(OCc2ccccc2)cc1 (configuration not stated) | 4 | -5 | -9 | -7 | 4 | -2.4 | 1 | 2 | -1
Cc1cc(C)cc(N(CC(=O)NC2CCCCC2)C(=O)c2csnn2)c1 | -1 | -8 | -5 | -12 | -2 | 3.3 | -1 | -2 | -14
CCOc1ccc(C2/C(=C(/O)c3ccc(F)cc3)C(=O)C(=O)N2CCCN(C)C)cc1 (configuration not stated) | 3 | 3 | -3 | 4 | 8 | 1.1 | -1 | 0 | -2
COc1ccccc1C1CCN(C(=O)c2cccc([N+](=O)[O-])c2)CC1 | -1 | 3 | 0 | -4 | -7 | 1.6 | -3 | -1 | 1
CCOC(=O)/C=C1\SCC(=O)N1CC(O)CN1C(=O)CS/C1=C\C(=O)OCC | 0 | 8 | -1 | 0 | -1 | 0.5 | 2 | 3 | -2
CC(C)Cn1c(N)c(C(=O)COC(=O)CC23CC4CC(CC(C4)C2)C3)c(=O)n(C)c1=O | -1 | 0 | 2 | -2 | -3 | 2.0 | 0 | 2 | 14
O=C(Nc1cc(Cl)ccn1)C1CCN(S(=O)(=O)c2cccs2)CC1 | -7 | -6 | -1 | 2 | 0 | 3.1 | 2 | 3 | -11
CCCOc1cccc(-c2cc(C(=O)NNC(=S)NCC)c3ccccc3n2)c1 | 18 | 14 | 8 | -5 | 6 | -0.3 | -1 | -1 | 9
COC(=O)c1ccccc1NC(=O)C1CCCO1 (configuration not stated) | 2 | -6 | -3 | -4 | 0 | 1.2 | 3 | -3 | -16

An excerpt from above, limited to AHR act and PP5 inh.
SMILES,AHR act,PP5 inh
O=C(c1ccc(S(=O)(=O)N2CCOCC2)cc1)N(Cc1ccco1)Cc1cccs1,2,1.3
CC(C)OCCCNC(=O)Cn1nc(-c2ccccc2)ccc1=O,0,2.7
